# Screening results deposited in PubChem by National Center for Advancing Translational Sciences (NCATS).
# AMA1 RON2 block – AMA1-RON2 (P. falciparum) interaction inhibition | 360,000 compounds, 0.2% hits | Potency, µM (doses to about 58.2 µM), for the others: at the highest dose activity change, negative = inhibition, most hits filed as inhibitors | AlphaScreen AMA1-biotinylated RON2 peptide binding;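 also: potency is read from the fitted curve at half-maximal effect; 0% = vehicle wells and -100% = peptide control; nearly all actives have a fitted effect of over 45% in size; some results filed as inactive show a strong effect at the top dose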
#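 AMA1 (3D7) with his tag at 25 nM final met compounds first, then biotinylated RON2 peptide at 25 nM; detection used donor plus acceptor beads, 10 µg/mL apiece, read by AlphaScreen after 30 min at room temperature.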
# LmPK inh – LmPK (Leishmania mexicana) enzyme inhibition. Q27686. purified LmPK, Kinase-Glo ATP luminescence, 1 h. Potency, µM (highest dose often 57.5 µM), for the others: at the highest dose activity change, negative = inhibition, actives largely listed as inhibitors. 290,000 compounds, 0.37% hits. AID 1721; also: potency is read from the fitted curve at half-maximal effect
# Target sequence (Q27686 whole entry, looked up): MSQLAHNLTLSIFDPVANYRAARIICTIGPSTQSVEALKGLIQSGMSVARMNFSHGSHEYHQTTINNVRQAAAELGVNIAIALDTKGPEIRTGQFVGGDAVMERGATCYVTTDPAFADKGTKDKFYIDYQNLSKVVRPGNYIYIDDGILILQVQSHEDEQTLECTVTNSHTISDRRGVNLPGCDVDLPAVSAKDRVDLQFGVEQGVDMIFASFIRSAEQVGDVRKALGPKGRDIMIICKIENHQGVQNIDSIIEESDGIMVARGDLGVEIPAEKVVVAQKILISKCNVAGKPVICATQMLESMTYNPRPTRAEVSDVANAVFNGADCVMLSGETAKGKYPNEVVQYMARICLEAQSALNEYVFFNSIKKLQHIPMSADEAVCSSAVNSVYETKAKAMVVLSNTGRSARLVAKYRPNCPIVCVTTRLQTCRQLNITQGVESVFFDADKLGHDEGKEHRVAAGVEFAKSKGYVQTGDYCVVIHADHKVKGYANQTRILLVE
#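 Screened at intermediate enzyme activity to detect both inhibitors and activators: LmPK at 0.1 nM, with a 0.5 nM enzyme column as activation reference. PEP 0.5 mM, ADP 0.1 mM; ATP detected by luminescence after 1 h.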
# AmpC inh no detg – inhibitors of E. coli AmpC beta-lactamase without detergent; AmpC nitrocefin hydrolysis, absorbance 480 nm, 0.0001% Triton; P00811; 330,000 compounds, 0.52% hits; AID 485341; Potency, µM (doses to about 57.1 µM), for inactives: at the top dose activity change, negative = inhibition, most hits filed as inhibitors;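 also: potency is read from the fitted curve at half-maximal effect; plate controls were no compound for no effect and no enzyme for full effect; nearly all actives have a fitted effect of over 20% in size; some results filed as inactive show a strong effect at the top dose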
# Target sequence (P00811 whole entry, looked up): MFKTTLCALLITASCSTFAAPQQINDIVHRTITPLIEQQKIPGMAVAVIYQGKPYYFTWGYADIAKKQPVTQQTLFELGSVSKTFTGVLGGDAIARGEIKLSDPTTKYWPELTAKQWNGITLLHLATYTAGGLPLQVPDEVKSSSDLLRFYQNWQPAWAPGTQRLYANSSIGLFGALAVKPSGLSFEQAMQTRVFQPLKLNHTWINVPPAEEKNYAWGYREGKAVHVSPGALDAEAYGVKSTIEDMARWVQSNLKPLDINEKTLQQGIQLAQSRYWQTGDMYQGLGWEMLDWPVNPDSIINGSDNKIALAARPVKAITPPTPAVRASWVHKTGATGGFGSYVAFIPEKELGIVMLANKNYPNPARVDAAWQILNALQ
#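 AmpC (5.3 nM in the dispensed reagent) in 20 mM phosphate pH 7.0 with 0.01% (detergent screen) or 0.0001% Triton X-100 was preincubated with compounds for 15 min at room temperature. Nitrocefin was then added from an 800 uM solution, and hydrolysis was followed at 480 nm.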
# Sm TGR block – blocks Schistosoma mansoni thioredoxin glutathione reductase; Q962Y6; purified TGR, DTNB reduction, TNB absorbance 405 nm; Potency, µM (series often up to 114 µM), without a hit: at the top dose activity change, negative = inhibition, actives largely listed as inhibitors; 360,000 compounds, 3% hits; also: potency is read from the fitted curve at half-maximal effect; nearly all actives have a fitted effect of over 60% in size
#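 TGR 20 nM + NADPH 100 uM (dispensed conc.), cpd preinc 15 min RT; start with NADPH (500 uM addition) then DTNB (15 mM addition). Kinetic TNB absorbance, 405 nm filter. Four-parameter Hill fit across titration.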
# AmpC detergent – inhibitors of E. coli AmpC beta-lactamase with detergent; P00811; AmpC hydrolysis of nitrocefin, absorbance 480 nm, 0.01% Triton; Potency, µM (doses to about 114 µM), for inactives: at the highest dose activity change, negative = inhibition, actives largely listed as inhibitors; 370,000 compounds, 0.041% hits; AID 485294;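 also: potency is read from the fitted curve at half-maximal effect; 0% = no-compound wells and -100% = no-enzyme wells; nearly all actives have a fitted effect of over 25% in size; some results filed as inactive show a strong effect at the top dose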
#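 20 mM phosphate pH 7.0 + 0.01% (detergent screen) or 0.0001% Triton X-100; 5.3 nM AmpC reagent; cpd preinc 15 min RT; nitrocefin (800 uM stock) to start; A480 q20 s × 4 min; Activity was normalised to no-enzyme and no-compound control wells.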
# Tb PYK inh – blocks Trypanosoma brucei pyruvate kinase; TbPYK enzyme, Kinase-Glo Plus ATP luminescence, 45 min; Potency, µM (highest dose often 76.8 µM), without a hit: at the top dose activity, negative = inhibition, actives largely listed as inhibitors; 410,000 compounds, 0.12% hits; Q57TT1; also: potency is read from the fitted curve at half-maximal effect; nearly all actives have a fitted effect of over 50% in size
#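 In this concentration-response screen, enzyme-free wells defined baseline while DMSO plates tracked drift. Each reaction combined TbPYK, substrate, compound and 130 uM ADP for 45 min at room temperature. Kinase-Glo Plus luminescence gave the signal.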
# HCMV inh – inhibitors of human cytomegalovirus | HFF cells, HCMV-luciferase reporter, 72 h; stronger effect = lower value | activity change, negative = inhibition, % at 57.5 µM | 410,000 compounds, 4.5% hits; in the data active = activity change below about -60%; inconclusive = no clear call, values can overlap the other calls; inactive = above about -39%
#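 Human foreskin fibroblasts infected with luciferase-reporter HCMV at MOI 1 PFU/cell, compounds at two doses. Luciferase measured 72 h post infection; normalized to buffer-only basal and Salinomycin (10uM) controls.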
# Numbers without * were called inactive; ? = inconclusive; . = not tested or not shown; [ ] = another dose, or the depositor's remark. Unless noted, calls follow the shape of the dose curve; as a rule, active = well fitted curve in the direction sought with a large enough effect; inconclusive = small, poorly fitted or top-dose-only effect, or another doubt; inactive = no such curve, though single readings can be large; an effect the other way counts as inactive or inconclusive. Unless noted, % is scaled to controls: 0 for no effect and ±100 for the full control effect.
# The line under a structure holds: AMA1 RON2 block, LmPK inh, AmpC inh no detg, Sm TGR block, AmpC detergent, Tb PYK inh, HCMV inh
CC(=O)OCN(C#N)c1nc(N(C)C)nc(N(C)C)n1
    5%, -1%, -2%, 6%, 2%, -20%, 26
O=S(=O)(N/N=C/c1ccc2c(c1)OCCO2)c1ccc(Cl)cc1
    -9%, 0%, -51%, 3%, -4%, 3%, 25
Cc1ccc(-n2nnc(-c3cccnc3Cl)n2)cc1
    2%, -5%, -21%, -26%, 4%, -4%, 89
CCc1ccccc1NC(=O)C1CCN(C(=O)c2cccs2)CC1
    26%, 0%, -11%, 4%, 2%, -11%, ?
Cc1ccc(NS(=O)(=O)c2ccc(NS(=O)(=O)c3cccs3)cc2)cc1
    -7%, 11%, -48%, 0%, -6%, -2%, -5
CCCS(=O)(=O)N1CCN(C(=O)COc2ccc(-c3ccccc3)cc2)CC1
    0%, 1%, 2%, -17%, 0%, -10%, -27
COc1ccc(N2CCN(C(c3cc4cc(C)ccc4[nH]c3=O)c3nnnn3Cc3ccccc3)CC2)cc1 (stereo not drawn)
    -14%, -2%, 0%, ?, -6%, -3%, 79
Cc1cc2cc(CN(C(=O)C3CC3)C3CCCC3)c3nnnn3c2cc1C
    -10%, 2%, -14%, ?, ?, 5%, -22
O=C(NC1CCCc2ccccc21)c1ccc2c(c1)sc1nc(-c3ccc(F)cc3)cn12 (stereo not drawn)
    ., ., ., -20%, 22%, -13%, .
O=C(O)c1ccc(OC(F)(F)C(F)C(F)(F)F)cc1 (stereo not drawn)
    -6%, -2%, -22%, 3%, -14%, -12%, 57
O=C(NCc1ccccn1)[C@@H]1C[C@H]1[C@@H](NP(=O)(c1ccccc1)c1ccccc1)c1ccccc1
    30%[activator], 4%, 143%[activator], -4%, ?, 1%, -13
CCCn1nc(C(=O)Nc2nc3ccccc3[nH]2)c2ccccc2c1=O
    41%[activator], 6%, -29%, -1%, -2%, 5%, -16
Cc1cccc(S(=O)(=O)NC(=O)C2(C)CCN2C(=O)c2sccc2C)c1 (stereo not drawn)
    -1%, ., ., ., ., 4%, -10
c1ccc(-c2cc3c(N4CCN(c5ncccn5)CC4)ncnc3s2)cc1
    5%, 0%, 1%, -23%, 1%, -22%, 1
COC(=O)C1CN(C(=O)C(C)Oc2ccc(F)cc2)c2ccccc2O1 (stereo not drawn)
    -7%, -9%, 3%, -1%, -10%, 5%, 9
N#Cc1c2c(c(N3CCN(c4ccccn4)CC3)n3c1nc1ccccc13)CCC2
    ., 3%, -12%, 40µM*, ?, ., .
CCN(CC)c1ccc(NS(=O)(=O)c2cc(-c3cc(C)no3)ccc2C)c(C)c1
    ., ., ., -22%, -3%, 7%[15.4 µM], 0
O=[N+]([O-])c1ccc(Sc2nnnn2-c2ccccc2)c(Cl)c1
    ?, 0%, -25%, ?, -7%, -6%, -73*
Cc1ccc(S(=O)(=O)/N=C(\N)Nc2nc(C)c3ccccc3n2)cc1
    -1%, 1%, -6%, 8%, -1%, 2%, -9
Cc1ccc(C(=O)Nc2ccc(OCc3cc(=O)n4c5c(sc4n3)CCCC5)cc2)cc1
    ., ., ., -1%, 7%, -7%, 7
N/C(=N/O)c1nc(N2CCCC2)nc(N2CCCC2)n1
    72%[activator], ., -19%, -3%, -14%, -3%, 47
CCCCc1nnc(NC(=O)CSc2nc(=O)cc(N)n2-c2cccc(C)c2)s1
    11%, 2%, 78%[activator], 39%[activator], 1%, -2%, -26
COc1ccc(C2CC(=O)c3cc(-c4nc(-c5cccc(Cl)c5)cs4)c(=O)[nH]c3C2)cc1OC (stereo not drawn)
    ., ., ., 5%, 17%, 2%, -10
Cc1cccc(OCC(O)CN2CC2)c1 (stereo not drawn)
    101%[activator], ., ., ., ., -15%, 8
COc1ccc(OC)c(S(=O)(=O)N2CCCC(C(=O)N3CCOCC3)C2)c1 (stereo not drawn)
    10%, 1%, -8%, 0%, -4%, 2%, 19
CCCCn1c(N)c(N(CCC(C)C)C(=O)C2CC(=O)N(c3ccc4c(c3)OCCO4)C2)c(=O)[nH]c1=O (stereo not drawn)
    3%, -5%, -1%, 13%, -3%, -6%, 13
COC(=O)C(CC(C)C)NC(=O)c1ccc([N+](=O)[O-])c(C)c1 (stereo not drawn)
    3%, 2%, -10%, 0%, -1%, 2%, -6
CCOC(=O)c1ccc(NC(=O)CN2CCN(C(=O)c3ccco3)CC2)cc1
    -12%, -1%, 34%, ?, 5%, -4%, 42
O=C(NCc1ccc(F)cc1)c1cc(C2CCCCN2C(=O)C2CCCCC2)on1 (stereo not drawn)
    9%, ., ., ., ., 6%, -7
CC1CC(O)(CC(O)(c2ccccc2)c2ccccc2)C(C)CN1C (stereo not drawn)
    -1%, -2%, -1%, -8%, -9%, -4%, 2
O=C1NC[C@@H](CCCCN2C[C@H](Cc3ccc(O)cc3)N(CCC3CCCCC3)C(=O)C2=O)N(CCC2CCCCC2)C1=O
    -11%, ., ., ., ., -2%, -2
COc1ccc(-c2ccc(/C=N/N3C(=O)C4C5C=CC(C6CC56)C4C3=O)o2)c([N+](=O)[O-])c1 (stereo not drawn)
    -24%, 5%, -28%, -14%, -7%, -8%, -39
O=C(Cn1cc(S(=O)(=O)N2CCN(c3ccccc3F)CC2)c2ccccc2c1=O)NCCCN1CCCCCC1
    -16%, 16%, 176%[activator], -5%, 3%, -4%, -17
Cn1cc(S(=O)(=O)N2CCCC2)cc1C(=O)O
    -6%, ., -17%, ., ., -2%, 0
Cc1cccc(Nc2ccc(NCc3ccccc3)nn2)c1
    3%, 8%, -47%, 11%, -13%, -2%, -21
Cc1cc(C)c2nc(N3CCN(C(=O)c4cccs4)CC3)sc2c1
    -18%, ., -14%, 1%, ?, -11%, -21
O=[N+]([O-])c1ccc2nc(CCCO)[nH]c2c1
    15%, 0%, -16%, ., -9%, -2%, -12
O=C(c1ccc[nH]c1=S)N1CCN(S(=O)(=O)c2ccc(Br)cc2Cl)CC1
    73%[activator], -25%, -11%, -15%, 5%, ?, 6
COc1ncnc2c1N[C@@](C)(O)c1c(F)c(F)c(F)c(F)c1S2
    -1%, 1%, -27%, 1%, 3%, -9%, 13
CSc1ccccc1NC(=O)c1cccs1
    -6%, 8%, -15%, 0%, 2%, 2%, -15
CN1CCN(CCCN(Cc2ccco2)C(=S)Nc2ccc(Cl)cc2)CC1
    0%, -12%, 39%, 10%, -2%, -6%, -37
CCCCn1c(N)c(N(CC(C)C)C(=O)CN(C)S(=O)(=O)c2ccc(NC(C)=O)cc2)c(=O)[nH]c1=O
    3%, ., -14%, 7%, -9%, -2%, 32
Cn1cnc2c(N/N=C/c3cccs3)ncnc21
    62%[activator], ?, -10%, 4%, ?, -5%, 97
COc1cc(-c2cc3n(C)c(C)c(CCC(=O)NC4CCC(C)CC4)c(=O)n3n2)cc(OC)c1OC (stereo not drawn)
    ., ., ., 2%, 5%, 4%, 100
Cc1nc2c(=O)n(C)c(=O)n(C)c2nc1Cl
    9%, -3%, 1%, 6.3µM*, ?, 3%, -103*
O=C(N/N=C\c1cc(Br)cs1)c1ccncc1
    5%, -3%, -9%, 2%, 0%, 1%, -5
O=C(O)CCC(=O)NNc1nc(-c2ccccc2)c2cc(Cl)ccc2n1
    54%[activator], -1%, -19%, -4%, -2%, 4%, -10
COc1ccc(-c2cc3ccc(O)c(CN4CCCC4)c3oc2=O)cc1OC
    ., ., ., -20%, 7%, 1%, 26
CC(C)c1ccc(NNC(=O)C2CCC2)cc1
    ?, -1%, -11%, ?, 0%, -6%, -19
O=C(Cc1ccc([N+](=O)[O-])cc1)OCc1ccc([N+](=O)[O-])cc1
    -7%, 2%, -22%, 1%, -12%, -6%, 11
COc1ccc(-n2cc(-c3ccccc3)nc2SCC(=O)Nc2ccccc2C)cc1
    ., ., ., 9%, 8%, 3%, -5
O=C(COC(=O)c1ccc(Cl)cc1O)NCCN1C(=O)CSC1=O
    -4%, 7%, -11%, 54%[activator], 0%, 0%, -25
CCOc1ccc2nc(NS(=O)(=O)Cc3ccccc3)sc2c1
    9%, 7%, -33%, -33%, ?, 0%, 33
CCOC(=O)C1CCN(C(=O)c2[nH]c(C(F)(F)F)nc2-c2ccccc2)CC1
    -6%, ., ., ., ., -1%, -8
COc1ccc(OC)c(N2C(=O)CC(NNC(=O)c3ccc4c(c3)OCO4)C2=O)c1 (stereo not drawn)
    36%[activator], ., -10%, ., ., -8%, -22

# By substructure, the entries above with two or more sulfur atoms (7)
# The line under a structure holds: AMA1 RON2 block, LmPK inh, AmpC inh no detg, Sm TGR block, AmpC detergent, Tb PYK inh, HCMV inh
Cc1ccc(NS(=O)(=O)c2ccc(NS(=O)(=O)c3cccs3)cc2)cc1
    -7%, 11%, -48%, 0%, -6%, -2%, -5
Cc1cccc(S(=O)(=O)NC(=O)C2(C)CCN2C(=O)c2sccc2C)c1 (stereo not drawn)
    -1%, ., ., ., ., 4%, -10
CCCCc1nnc(NC(=O)CSc2nc(=O)cc(N)n2-c2cccc(C)c2)s1
    11%, 2%, 78%[activator], 39%[activator], 1%, -2%, -26
Cc1cc(C)c2nc(N3CCN(C(=O)c4cccs4)CC3)sc2c1
    -18%, ., -14%, 1%, ?, -11%, -21
O=C(c1ccc[nH]c1=S)N1CCN(S(=O)(=O)c2ccc(Br)cc2Cl)CC1
    73%[activator], -25%, -11%, -15%, 5%, ?, 6
CSc1ccccc1NC(=O)c1cccs1
    -6%, 8%, -15%, 0%, 2%, 2%, -15
CCOc1ccc2nc(NS(=O)(=O)Cc3ccccc3)sc2c1
    9%, 7%, -33%, -33%, ?, 0%, 33
